# Source: PubChem BioAssay (several laboratories)
# BAP1 inh: inhibitors of human BAP1 deubiquitinase; Q92560; recombinant BAP1, Ub-AMC hydrolysis fluorescence kinetic; hits give low values; activity remaining (% of control), % at 20 µM; 72,000 tested, 0.48% active; AID 436;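 active means activity remaining at or below 50% of control, provided the compound also passes the data quality filters; inactive means the rest, including low values that fail the filters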;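 further: 100% = DMSO wells rate and 0% = substrate alone blank rate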
# Target sequence (Q92560 whole entry, looked up): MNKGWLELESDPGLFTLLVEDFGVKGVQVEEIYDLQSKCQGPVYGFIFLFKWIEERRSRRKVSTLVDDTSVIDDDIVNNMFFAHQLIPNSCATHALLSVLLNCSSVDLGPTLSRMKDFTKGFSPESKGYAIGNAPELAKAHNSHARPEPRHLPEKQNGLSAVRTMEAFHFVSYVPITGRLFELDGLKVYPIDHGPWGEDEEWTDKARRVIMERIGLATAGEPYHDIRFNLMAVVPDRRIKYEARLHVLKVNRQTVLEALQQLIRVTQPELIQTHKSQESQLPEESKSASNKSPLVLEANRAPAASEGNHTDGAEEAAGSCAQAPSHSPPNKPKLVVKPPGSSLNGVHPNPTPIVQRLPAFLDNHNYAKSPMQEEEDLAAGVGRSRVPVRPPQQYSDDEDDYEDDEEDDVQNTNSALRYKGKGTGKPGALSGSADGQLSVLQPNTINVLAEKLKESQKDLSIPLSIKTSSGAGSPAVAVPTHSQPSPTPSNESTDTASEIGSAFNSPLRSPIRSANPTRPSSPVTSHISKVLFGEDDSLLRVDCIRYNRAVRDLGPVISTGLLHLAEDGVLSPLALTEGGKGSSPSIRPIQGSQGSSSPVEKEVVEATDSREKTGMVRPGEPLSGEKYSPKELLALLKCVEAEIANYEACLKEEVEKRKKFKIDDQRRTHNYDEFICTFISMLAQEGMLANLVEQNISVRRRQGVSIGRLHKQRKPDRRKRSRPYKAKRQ
# HePTP inh: inhibitors of human HePTP phosphatase; inhibition, % at 20 µM; recombinant HePTP phosphatase activity, OD absorbance; P35236; 110,000 tested, 0.64% active; AID 521; in the data active means inhibition above about 50%;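 further: plate controls were vehicle for no effect and reference inhibitor for full effect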
# Target sequence (P35236 whole entry, looked up): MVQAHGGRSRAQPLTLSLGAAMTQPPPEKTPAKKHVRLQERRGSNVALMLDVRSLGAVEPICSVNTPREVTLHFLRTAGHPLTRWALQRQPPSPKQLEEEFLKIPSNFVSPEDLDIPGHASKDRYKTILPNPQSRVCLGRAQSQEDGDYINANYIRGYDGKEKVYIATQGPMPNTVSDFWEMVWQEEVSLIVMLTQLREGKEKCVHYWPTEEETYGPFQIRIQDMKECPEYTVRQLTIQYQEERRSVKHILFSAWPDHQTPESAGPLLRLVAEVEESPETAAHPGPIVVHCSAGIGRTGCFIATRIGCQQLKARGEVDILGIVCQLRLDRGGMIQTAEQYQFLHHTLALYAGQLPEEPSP
# Starred values were filed as active, the others as inactive; nt = no result given; & = joins results of further samples. This is a random part of the collection. About 0.79% of those tested had a hit in this group.
BAP1 inh,HePTP inh,Compound
107.5,1.4,CCOC(=O)N1CCN(C(=O)c2ccc(NC(=O)c3ccc(C)cc3)cc2)CC1
83.4,-4.0,O=C(Cc1cccs1)Nc1nc(-c2ccccc2)cs1
nt,9.1,O=c1[nH]c(/C=C/c2ccccc2O)c([N+](=O)[O-])c(=O)[nH]1
nt,-4.1,COc1cccc(/C=C(\C#N)C(=O)Nc2ccc(C)c(Cl)c2)c1O
nt,-10.9,CCOC(=O)/C(C#N)=C\c1ccc(-c2ccc(Cl)cc2)o1
97.0,2.3,Cc1ccc(C(C(=O)NCc2ccco2)N(CC2CCCO2)C(=O)Cn2nnc3ccccc32)cc1 (stereo unspecified)
nt,-0.6,COc1ccc(Br)cc1/C=C/C(=O)c1ccc(Cl)cc1
99.0,8.9,c1ccc(-n2ncc3c2ncn2cnnc32)cc1
nt,8.4,Cc1ccc(NC(=O)C(=O)/C=C(/O)c2ccc(Br)cc2)cc1
84.4,1.2,Cc1ccc(O)c(C(CC(=O)N2CCCC2)c2ccccc2)c1 (stereo unspecified)
89.0,4.0,CCC/C(O)=C1\C(=O)CC(C)(C)CC1=Nc1ccccc1OC
92.3,-3.3,CN1C(=O)C2(NCCc3c2[nH]c2ccccc32)c2ccccc21 (stereo unspecified)
136.1,-4.4,O=C(c1cccc(Cl)c1)N1CCN(C(=O)c2ccccc2F)CC1
nt,-7.7,Cc1sc2ncnc(N3CCCCCC3)c2c1C
nt,3.3,O=C(N/N=C/c1ccco1)c1cc(-c2cccc([N+](=O)[O-])c2)n[nH]1
216.8,2.3,COc1cc(NC(=O)Cc2ccc(Cl)cc2)ccc1NC(=O)c1ccco1
nt,-13.6,Cn1cc(/C=C2/SC(=S)N(c3ccccc3)C2=O)c2ccccc21
nt,4.4,CCCCOC(=O)c1ccc(NC(=O)c2cc(Cl)ccc2[N+](=O)[O-])cc1
99.3,4.6,O=C(NCCc1ccccc1)c1noc2c1CCCCC2
nt,0.7,Nc1nnc(SCC(=O)Nc2ccccc2Oc2ccccc2)s1
nt,8.2,O=C1C(=O)N(Cc2cccnc2)C(c2cccc(F)c2)/C1=C(\O)c1ccccc1 (stereo unspecified)
nt,8.6,COc1ccc(C(=O)Nc2ccc(S(=O)(=O)NC(C)=O)cc2)cc1OC
nt,7.2,CCOC(=O)/C=C/c1cc(C(=O)OCC)c(/C=C/C(=O)OCC)cc1C(=O)OCC
116.2,-4.9,Cc1cc(C)nc(NC(=O)c2cccc(Cl)c2)n1
nt,7.1,CCOC(=O)C1=NNC2C(=O)N(c3ccc(C)cc3C)C(=O)C12 (stereo unspecified)
nt,5.1,CCN1C(=O)/C(=c2/s/c(=C3\C=Cc4ccccc4N3CC)c(=O)n2CC)SC1=S
78.2,-2.1,NC(=O)C1CCN(c2ncnc3c(-c4ccccc4)nsc23)CC1
nt,-11.1,CCOc1ccc(NC(=O)c2ccc3ccccc3n2)cc1
nt,-0.7,O=C1NC(=O)N(c2ccccc2)C(=O)/C1=C\c1cccc(Br)c1
nt,7.1,Oc1cccc(Nc2nc(-c3ccc(Br)cc3)cs2)c1

# Six entries already listed, ordered by their value in BAP1 inh, descending:
BAP1 inh,HePTP inh,Compound
216.8,2.3,COc1cc(NC(=O)Cc2ccc(Cl)cc2)ccc1NC(=O)c1ccco1
136.1,-4.4,O=C(c1cccc(Cl)c1)N1CCN(C(=O)c2ccccc2F)CC1
116.2,-4.9,Cc1cc(C)nc(NC(=O)c2cccc(Cl)c2)n1
107.5,1.4,CCOC(=O)N1CCN(C(=O)c2ccc(NC(=O)c3ccc(C)cc3)cc2)CC1
99.3,4.6,O=C(NCCc1ccccc1)c1noc2c1CCCCC2
99.0,8.9,c1ccc(-n2ncc3c2ncn2cnnc32)cc1

# Other structures.
BAP1 inh,HePTP inh,Compound
98.0,1.0,COc1ccc(OC)c(S(=O)(=O)Nc2ccc(CC(=O)O)cc2)c1
90.6,3.9,O=C(O)c1sccc1S(=O)(=O)c1ccccc1
nt,5.9,O=C(CSc1nnc(-c2ccc(Br)cc2)o1)NCc1ccccc1
102.8,6.9&-12.8,Cc1ccc(C(=O)Nc2c(C(=O)NCc3ccco3)cnn2-c2ccccc2)cc1
104.5,-3.3,Cc1ccc2c(c1)NC(=O)C(CC(=O)NCCCN1CCN(c3cc(Cl)ccc3C)CC1)O2 (stereo unspecified)
103.5,10.6,CC1(C)NC(=O)N(c2ccccc2Cl)C1(C)NO (stereo unspecified)
nt,4.5,C=CCN1C(=O)/C(=C\c2ccc(OCc3ccc(Br)cc3)c(OC)c2)SC1=S
100.6,-1.9,CNC(=O)C1CC(=O)N(c2ccc(C)cc2)C1 (stereo unspecified)
99.2,-0.4,COc1ccccc1NC(=O)C1C2CCCCC21 (stereo unspecified)
nt,4.9,CSc1nc2ccc(NC(=O)c3ccc(Br)cc3F)cc2s1
nt,6.6,COc1cc(C=O)ccc1OCCSc1ccc(C)cc1
97.2,0.4,CC(C)(C)OC(=O)N1CCNc2ccccc2C1
109.0,13.5,O=C(CNCC1CCCO1)Nc1ccccc1N1CCOCC1 (stereo unspecified)
nt,8.6,CN1C(=O)/C(=C\c2cc(Cl)ccc2OCc2ccc(F)cc2)SC1=S
89.9,-11.3,CC(Oc1ccc(Br)cc1)C(=O)N1CCc2ccccc21 (stereo unspecified)
102.4,-6.2,CC(C)(C)c1cc(NC(=O)COC(=O)C2CC2)n(-c2ccccc2)n1
nt,-7.5,COc1ccc(C(O)c2cnc(C(C)C)n2C)cc1OC (stereo unspecified)
nt,4.6,Cc1c(Cl)cccc1NC(=O)Cn1cnc([N+](=O)[O-])n1
nt,-10.6,O=C(c1ccco1)c1coc2ccc(Cl)cc2c1=O
nt,6.0,O=C(NCCCNc1ccc(C(F)(F)F)cc1[N+](=O)[O-])c1cc(F)c(F)cc1Cl
nt,1.1,Cc1ccccc1-n1c(O)c(C=NCCCn2ccnc2)c(=O)[nH]c1=O
nt,1.3,Cc1ccccc1N=Cc1c(O)n(-c2ccccc2Cl)c(=O)[nH]c1=O
114.4,6.5,COCCN1C(=O)c2ccccc2C(C(=O)NCc2ccco2)C1c1c[nH]c2ccccc12 (stereo unspecified)
nt,-6.5,O=C(Nc1ccc(Cl)c(Cl)c1)Nc1nnc(CSCc2ccccc2)s1
89.9,2.4,COc1ccc(-n2nc3c(c2NC(=O)c2cc(Br)ccc2Cl)CS(=O)C3)cc1 (stereo unspecified)
104.1,11.1,CCn1c(O)c(C=NCCN2CCOCC2)sc1=S
nt,-21.5,CCOC(=O)COc1ccc(/C=c2/sc3nc4cc(C)c(C)cc4n3c2=O)cc1OC
96.8,14.0,COc1cccc(C(=O)OCn2nnc3ccccc3c2=O)c1OC
nt,2.1,CC1CCc2c(sc(NC(=O)c3ccc(Br)cc3)c2C#N)C1 (stereo unspecified)
nt,0.3,Cc1cc(N2C(=O)c3ccc(S(=O)(=O)c4ccc(C(=O)O)cc4)cc3C2=O)ccc1[N+](=O)[O-]

# New compounds follow.
BAP1 inh,HePTP inh,Compound
150.8,-3.5,COC(=O)c1c(C)oc2cc(Br)c(O)cc12
71.1,4.8,CC(C)CNC(=O)c1cc(-c2ccc(Br)cc2)on1
nt,-2.5,Cc1cccc(OCCn2cc(/C=C3/SC(=S)N(C)C3=O)c3ccccc32)c1
nt,4.9,Cc1c(OCC(=O)OCc2ccccc2)ccc2c3c(c(=O)oc12)CCCC3
nt,8.8,Cc1cc2nn(-c3ccccc3)nc2cc1NC(=O)c1ccc(Br)cc1
94.5,4.9,CCCCn1c(=S)[nH]c2ncccc2c1=O
98.8,7.3,CCOc1ccccc1NS(=O)(=O)c1c(C)noc1C
nt,-16.5,COc1ccc(CNCc2cccc(Cl)c2)cc1OC
81.2,-9.2,O=c1cc[nH]c2cccc(Cc3ccccc3)c12
102.8,0.1,CC(=O)Nc1nc(COc2ccccc2)cs1
103.6,1.0,O=C(Cc1c(O)c2ccccc2[nH]c1=O)OC1CCCCC1
nt,2.7,Cc1nc2nc(-c3cccs3)cn2nc1C
nt,-7.9,O=C(CCNc1n[nH]c(=O)[nH]c1=O)N/N=C/c1c[nH]c2ccccc12
nt,-3.3,Cc1cccc(NC(=O)c2ccc3ccccc3n2)c1
55.1,9.6,COc1cccc(-n2c(SCC(=O)N3CCCC3)nc3c([nH]c4ccccc43)c2=O)c1
54.4,8.5,Cc1ccc2cc(CN(Cc3ccco3)S(=O)(=O)c3c(C)ccc4nsnc34)c(=O)[nH]c2c1
nt,-0.5,CCOC(=O)c1oc2ccc(C=NCc3ccccc3)c(Cl)c2c1C
nt,-0.2,COc1ccc(OC)c(C2/C(=C(\O)c3ccccc3)C(=O)C(=O)N2CCCC(=O)O)c1 (stereo unspecified)
64.7,nt,CCOc1cccc2cc(C(N)=O)c(=Nc3ccc(Br)cc3)oc12
nt,-12.7,Cc1cc(OCC(=O)NCc2ccccc2)cc(C)c1Cl
110.3,2.0,CSc1nc2nc3c(c(=O)n2[nH]1)CN(Cc1ccccc1)CC3
108.1,4.3,CCOc1ccc(OCC)c(NC(=O)CN(C)S(=O)(=O)c2cnc[nH]2)c1
nt,-18.0,CC(=O)C1C(c2ccc(N(C)C)cc2)c2c(noc2C)CC1(C)O (stereo unspecified)
102.3,14.4,COCCn1c(SCC(=O)N(C(C)C)C(C)C)nnc1-c1cc2ccccc2cc1O
92.8,-0.6,Cc1cccc(S(=O)(=O)C(C#N)c2nc3ccccc3nc2N2CC(C)OC(C)C2)c1 (stereo unspecified)
103.7,2.3,CCOC(=O)N1CCC(NC(=O)CN2C(=O)CSc3nc(C)cc(C)c32)CC1
nt,-4.7,CCCCN(CC)Cc1c(O)ccc2c(-c3ccccc3)cc(=O)oc12
69.6,8.7,COc1ccc(C(C)C)cc1S(=O)(=O)NCc1ccccn1
96.4,-6.9,COc1ccc(C(=O)c2cnc(C(C)C)n2C)cc1
nt,9.3,C=CCn1c(=N)c(C(=O)OCC)cc2c(=O)n3cccc(C)c3nc21

# Next section
BAP1 inh,HePTP inh,Compound
nt,6.6,Cc1cc(C(=O)Nc2cccc(C(=O)O)c2)oc1C
110.2,nt,CC(NC(=O)c1ccncc1)C(c1cccs1)N1CCOCC1 (stereo unspecified)
99.3,-0.3,CCOc1ccccc1NC1c2ccccc2C(=O)N1c1cccnc1 (stereo unspecified)
98.5,-9.7,CC1CCN(C(=O)Cc2nn(C)c(=O)c3ccccc23)CC1
nt,5.6,COc1cc(OC)cc(C(=O)Nc2sc3c(c2C(N)=O)CCC(C)C3)c1 (stereo unspecified)
104.3,2.9,CCC(C)c1ccccc1NC(=O)c1cccnc1 (stereo unspecified)
107.7,2.3,Cc1onc(-c2ccccc2Cl)c1C(=O)NCc1nc(-c2ccccc2)no1
185.9,nt,CC1=CC(C)(C)NC(=S)N1c1ccc(C)cc1
nt,5.8,O=C(c1ccc([N+](=O)[O-])cc1)N1CCN(Cc2cccnc2)CC1
nt,0.0,COc1ccc(CCNc2nc(C)nc3c2oc2ccccc23)cc1OC
nt,15.8,Cc1ccc(NC(=O)C2CC2(c2ccccc2)c2ccccc2)cc1C (stereo unspecified)
nt,-7.7,CC1=C(C#N)c2nc(N)c(C#N)c(C)c2/C1=C\c1ccc(Br)o1
nt,4.9,Cc1ccc(NC(=O)COc2ccccc2C)c(Br)c1
99.8,-1.8,Cc1[nH]nc2c1C(c1ccc(OC(=O)c3ccco3)cc1)C(C#N)=C(N)O2 (stereo unspecified)
nt,6.5,CC(C(=O)Nc1ccc(-c2nc3ccccc3o2)cc1)(c1ccccc1)c1ccccc1
110.3,2.8,CN1C=C(C(F)(F)F)C=C/C1=C(\C#N)c1nnc2n1CCCCC2
nt,-6.0,COc1ccc(OC)c(NC(=O)CN(Cc2ccccc2)S(=O)(=O)c2ccccc2)c1
nt,-10.7,CCOc1cc(/C=C2/SC(=S)N(Cc3ccccc3)C2=O)ccc1OC(=O)c1cccc([N+](=O)[O-])c1
nt,9.5,COc1ccc(-n2c(SC)nc3sc4c(c3c2=O)CCCC4)cc1
77.3,2.9,CC(C)(C)C1=Nn2c(nnc2-c2ccccn2)SC1
97.2,16.2,O=c1nc(-c2ccccc2)c2cc(Cl)ccc2[nH]1
111.3,11.3,CC(NC(=O)c1ccco1)C(c1cccs1)N1CCN(c2ccc(F)cc2)CC1 (stereo unspecified)
85.1,0.9,O=C(C1CCCO1)N1CCN(S(=O)(=O)c2ccccc2)CC1 (stereo unspecified)
nt,4.6,CC(=O)c1ccc(NC(=S)NC(NC(=O)CC(C)C)C(Cl)(Cl)Cl)cc1 (stereo unspecified)
nt,-3.7,COc1ccc(CNCC(CO)C2(c3ccccc3)CCOC(C)(C)C2)cc1 (stereo unspecified)
149.7,-9.8,CSc1cccc(NC(=O)CN(C2CCCCC2)S(C)(=O)=O)c1
nt,6.9,Cc1ccc(COc2ccc(/C=N/NC(=O)CN3CCCCC3)cc2)cc1
93.2,2.6,C=CCOc1cccc(C2c3c(oc4ccc(F)cc4c3=O)C(=O)N2CCCN2CCOCC2)c1 (stereo unspecified)
nt,-0.8,O=[N+]([O-])c1ccc(F)c(NS(=O)(=O)c2cc(Cl)ccc2Cl)c1
148.1,2.9,CCC(C)(C)NC(=O)C(c1ccncc1)N(Cc1cccs1)C(=O)Cn1nnc2ccccc21 (stereo unspecified)

# Carrying on:
BAP1 inh,HePTP inh,Compound
96.8,8.4,Cc1cc(NC(=O)CCC(=O)N(c2ccccc2)C2(C(=O)NC3CCCCC3)CCCC2)no1
102.8,11.6,CCOC(=O)Cc1cnc(NC(=O)c2ccccc2)s1
nt,-12.8,CC1(c2ccccc2)CC(C)(C)N(C(N)=O)c2ccccc21 (stereo unspecified)
nt,5.3,O=C(NC1CCCCC1)c1cc(Cl)ccc1[N+](=O)[O-]

# 2 records picked at random from those above:
BAP1 inh,HePTP inh,Compound
89.0,4.0,CCC/C(O)=C1\C(=O)CC(C)(C)CC1=Nc1ccccc1OC
nt,5.9,O=C(CSc1nnc(-c2ccc(Br)cc2)o1)NCc1ccccc1
